Assay outcomes from PubChem BioAssay.
GPR7 antag = GPR7 receptor antagonists, primary screen, cell-based, fluorescence, single concentration; Neuropeptides B/W receptor type 1 (Homo sapiens), P48145; inhibition, % at 4.4 µM; GPR7-expressing cells, fluorescence antagonist assay; 1.1% of 290,000 active; in the data active = inhibition above about 16%, passing the limit was not always enough;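 also: cells stimulated with the agonist NPW; 0% = agonist with vehicle and 100% = vehicle without agonist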
Target sequence (P48145 whole entry, looked up): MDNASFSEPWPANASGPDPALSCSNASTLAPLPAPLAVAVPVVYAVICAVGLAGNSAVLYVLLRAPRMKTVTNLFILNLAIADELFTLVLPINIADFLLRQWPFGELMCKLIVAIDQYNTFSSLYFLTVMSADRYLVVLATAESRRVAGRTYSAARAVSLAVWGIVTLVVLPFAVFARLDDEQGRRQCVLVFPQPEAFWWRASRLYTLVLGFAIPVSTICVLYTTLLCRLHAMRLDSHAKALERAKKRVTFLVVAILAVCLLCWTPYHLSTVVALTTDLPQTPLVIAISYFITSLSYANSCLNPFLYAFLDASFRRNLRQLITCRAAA
IDE cell inh = human IDE inhibitors in live cells, primary screen, fluorescence polarization, HEK cells, FAbetaB substrate; Insulin-degrading enzyme (Homo sapiens), P14735; FAbetaB cleavage; inhibition, % at 5.59 µM; 0.41% of 320,000 active;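 active = percent inhibition above the average of all tested compounds plus 3 SD, set per screening campaign, cut at about 16% in these data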;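 also: IDE supplied by intact live HEK cells; FP after avidin binding of uncleaved biotin substrate so inhibition keeps polarization high; 0% = DMSO wells and 100% = 60 µM reference IDE inhibitor Ii1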
pCIP destab = p/CIP-EGFP fusion destabilizers, primary screen, fluorescence, F442A cells; Q05BA5; 16 h; 0.01% of 290,000 active; decrease of EGFP signal, % at 10 µM;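 active = EGFP signal decrease of at least 30% at 10 µM or well 3 SD below plate mean, unless failing retest; inactive = the rest, including hits failing retest or dose response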; also: some compounds called inactive have numbers as strong as hits; many of its hits are not listed in these tables
IDE cell activ = human IDE activators in live cells, primary screen, fluorescence polarization, HEK cells, FAbeta-B substrate | Insulin-degrading enzyme (Homo sapiens), P14735 | FAbeta-B cleavage; 0% vehicle, 100% cell-free pure enzyme wells | activation, % at 5.96 µM | 0.073% of 340,000 active;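 active = activation above the mean of all tested compounds plus 3 SD, set per screening campaign, cut at about 17% in these data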
PHOSPHO1 inh = PubChem AID 1565; Phosphoethanolamine/phosphocholine phosphatase (Homo sapiens), Q8TCT1; recombinant PHOSPHO1, absorbance phosphatase assay; inhibition, % at 13.3 µM; 1.1% of 290,000 active; in the data active = inhibition above about 60%
Target sequence (Q8TCT1 whole entry, looked up): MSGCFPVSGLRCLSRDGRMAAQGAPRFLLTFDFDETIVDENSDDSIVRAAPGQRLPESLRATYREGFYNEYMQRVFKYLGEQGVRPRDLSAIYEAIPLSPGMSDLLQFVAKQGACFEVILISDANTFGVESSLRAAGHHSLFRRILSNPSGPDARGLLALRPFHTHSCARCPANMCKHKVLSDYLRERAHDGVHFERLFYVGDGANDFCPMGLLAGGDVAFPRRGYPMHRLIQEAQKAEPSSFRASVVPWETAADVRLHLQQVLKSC
M18AAP inhibitor = PfM18AAP inhibitors, malaria aminopeptidase, primary screen, biochemical, QFRET, recombinant enzyme | 1.2% of 290,000 active | AID 1822, 2009 | inhibition, % at 7.35 µM | H-Glu-NHMec fluorogenic cleavage;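 active = inhibition above the campaign mean inhibition over all tested compounds plus 3 SD, cut at about 28% in these data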;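 also: 0% = plate median of test compound wells and 100% = 2 mM ZnCl2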
IMP-1 inhibitor = IMP-1 metallo-beta-lactamase inhibitors, primary screen, biochemical, epi-absorbance readout, Pseudomonas aeruginosa enzyme | AID 1556, 2009 | metallo-beta-lactamase IMP-1 (Pseudomonas aeruginosa) | purified IMP-1, nitrocefin hydrolysis, epi-absorbance fluorescence | inhibition, % at 5.6 µM | 0.45% of 290,000 active;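 active = inhibition above the mean plus 3 SD of all compounds in the same screening run, cut at about 4.5% in these data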;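 also: 0% = IMP-1 with DMSO and 100% = DMSO wells lacking enzyme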
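Assay system: purified IMP-1; Quantity: IMP-1 0.2 nM before substrate addition; Medium: HEPES buffer pH 7.1 with ZnSO4 and Brij 35; Incubation: 15 min enzyme–compound preincubation, then 25 min nitrocefin reaction, 25 °C; Signal: fluorescence quenching readout, ex 480/em 530 nm; Controls: DMSO with and without IMP-1; Repeats: singlicate testing.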
VIM-2 inh = VIM-2 metallo-beta-lactamase inhibitors, primary screen, biochemical, epi-absorbance readout, Pseudomonas aeruginosa enzyme | purified VIM-2, nitrocefin hydrolysis, epi-absorbance fluorescence | inhibition, % at 5.6 µM | 0.89% of 290,000 active | AID 1527, 2009;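 active = inhibition above the mean of all tested compounds plus 3 SD, cutoff set per screening run, cut at about 7.5% in these data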;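 also: red hydrolysis product quenches plate fluorescence so inhibitors raise well fluorescence; 0% = enzyme with DMSO and 100% = DMSO without enzyme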
NALP1 inh = NALP1 inflammasome inhibitors in reconstituted yeast, colorimetric, S. cerevisiae, triplicate retest | S. cerevisiae NALP1/ASC/caspase-1 growth, X-gal OD620, 72 h | inhibition, % at 10 µM | 0.61% of 280,000 active; in the data active = inhibition mostly above about 24%, no sharp cut-off; inactive = mostly below about 32%; also: some compounds called inactive have numbers as strong as hits
Numbers without * were called inactive; . = not tested or not shown. Compounds as they come. About 5.3% of those tested had a hit in this group.

| No. | M18AAP inhibitor | IMP-1 inhibitor | IDE cell activ | PHOSPHO1 inh | IDE cell inh | VIM-2 inh | pCIP destab | NALP1 inh | GPR7 antag | mol |
| --- | --- | --- | --- | --- | --- | --- | --- | --- | --- | --- |
| 1 | 1 | -1.6 | 1 | -2 | 0 | -0.6 | 5 | 10 | 9 | O=C(Nc1cccc(-n2cccn2)c1)C1CCCN(Cc2ccccc2F)C1 (configuration not stated) |
| 2 | 1 | 0.2 | 4 | 23 | 3 | -1.0 | 1 | 21 | -15 | CCC(Cc1ccccc1)NS(=O)(=O)c1ccc2c(c1)NC(=O)CS2 (configuration not stated) |
| 3 | 2 | -1.5 | 3 | 14 | 4 | -1.5 | 2 | 8 | -7 | COc1ccc(NC(=O)N2CCc3cc(OC)c(OC)cc3C2)cc1 |
| 4 | 8 | -3.0 | -1 | 1 | 2 | -3.1 | 10 | 6 | -5 | N#Cc1ccc2c(c1)nc1ccccn12 |
| 5 | -9 | 0.2 | -2 | -28 | 10 | 0.6 | -12 | -17 | -7 | CCNc1nc(NC(C)C)nc(N(n2cnnc2)S(=O)(=O)c2ccc(C)cc2)n1 |
| 6 | -5 | -1.6 | -1 | 41 | 5 | -3.4 | -10 | -9 | -9 | Cc1ccc(-c2nc3ccccc3o2)cc1NC(=O)c1ccc2c(c1)OCO2 |
| 7 | 3 | -1.4 | -8 | -19 | 5 | 2.1 | -3 | 16 | -11 | COc1cccc2sc3ccc(C#Cc4ccc(N)cc4)cc3c(=O)c12 |
| 8 | 6 | -1.6 | 9 | 23 | 1 | -0.1 | 2 | 19 | -11 | CC(=O)Oc1ccccc1N(C(C)=O)S(=O)(=O)c1cccc([N+](=O)[O-])c1 |
| 9 | -13 | -2.6 | 5 | 10 | 5 | -4.0 | -3 | 27 | 0 | Cc1c(C(=O)OCCOC(C)C)[nH]c2c1C(=O)CC(C)(C)C2 |
| 10 | -22 | -3.6 | -1 | -26 | 4 | -2.8 | 2 | 6 | -1 | COc1ccccc1NC(=O)CN1CCN(c2ccc(Cl)cc2)CC1 |
| 11 | -4 | 0.7 | 5 | 26 | -2 | 0.8 | 10 | 0 | -2 | Cn1c(=O)c2c(ncn2CC(=O)N2CCN(c3ccccc3F)CC2)n(C)c1=O |
| 12 | -3 | 0.3 | 2 | 82* | 7 | -2.5 | -17 | 4 | 6 | COc1ccc(C(=O)c2c(C(F)(F)F)oc3c2C(=O)c2ccccc2C3=O)cc1OC |
| 13 | -3 | 0.2 | 4 | 21 | 2 | 5.3 | -6 | 41* | 0 | Cc1ccc2nc3c(c(Nc4ccccc4)c2c1)CCC3 |
| 14 | -5 | 0.6 | 7 | -24 | -2 | 0.3 | 11 | 28 | -1 | COc1ccc(COCC(O)CN2CCCCC2)cc1OC (configuration not stated) |
| 15 | 3 | -3.7 | 12 | 25 | 9 | 0.5 | -5 | 5 | -3 | CN1C(=O)C(C)(C)c2cc(S(=O)(=O)N3CCCC3C(=O)NCc3ccc(F)cc3)ccc21 (configuration not stated) |
| 16 | 13 | -1.1 | -1 | 20 | 9 | -1.1 | -17 | -4 | -7 | Cc1cccc(NC(=O)CSc2cn[nH]n2)c1 |
| 17 | -2 | -0.5 | -5 | -15 | 4 | -1.7 | -20 | -25 | -6 | CCOC(=O)c1ccc(N/C(=N/S(=O)(=O)c2ccccc2)c2ccccc2)cc1 |
| 18 | -2 | -1.9 | 3 | 50 | 5 | -0.8 | -8 | 21 | -8 | CCOc1ccc2nc(SCC(=O)Nc3cc4c(cc3C(C)=O)OCO4)[nH]c2c1 |
| 19 | -9 | -4.0 | 6 | 23 | 0 | -4.0 | -2 | 9 | -5 | O=C(CCC1CCCC1)NCc1ccccn1 |
| 20 | -14 | -2.1 | -3 | -14 | 1 | -1.0 | 1 | 22 | -1 | CCCOc1ccc(C(C)=O)cc1CN1CCOCC1 |
| 21 | -3 | 0.6 | 3 | -4 | 1 | -1.7 | 7 | 24 | -5 | CCOCCCNC(=O)N[C@@H](Cc1ccccc1)C(=O)OC |
| 22 | -15 | -1.9 | 10 | 10 | 7 | 0.8 | 2 | 16 | 10 | CCOC(=O)C1(Cc2ccccc2C)CCCN(S(=O)(=O)c2cccnc2)C1 (configuration not stated) |
| 23 | -7 | 0.1 | 5 | -10 | 3 | -0.5 | -12 | -4 | 32* | S=C(NCc1ccccc1)N1CCN(c2cccc(Cl)c2)CC1 |
| 24 | -5 | -0.3 | 2 | 6 | 5 | -1.3 | -4 | -1 | 7 | C=CCN(CC=C)S(=O)(=O)c1ccc(NC(=O)COc2ccccc2OC)cc1 |
| 25 | 1 | -2.8 | 4 | -10 | 5 | -2.9 | -10 | -4 | -6 | CC(=O)SC1CC2=CC(=O)CCC2(C)C2CCC3(C)C(CCC34CCC(=O)O4)C12 (configuration not stated) |

Entries listed above printed as active in PHOSPHO1 inh:
| No. | M18AAP inhibitor | IMP-1 inhibitor | IDE cell activ | PHOSPHO1 inh | IDE cell inh | VIM-2 inh | pCIP destab | NALP1 inh | GPR7 antag | mol |
| --- | --- | --- | --- | --- | --- | --- | --- | --- | --- | --- |
| 12 | -3 | 0.3 | 2 | 82* | 7 | -2.5 | -17 | 4 | 6 | COc1ccc(C(=O)c2c(C(F)(F)F)oc3c2C(=O)c2ccccc2C3=O)cc1OC |

Nos. 1–2 of the list above:
| No. | M18AAP inhibitor | IMP-1 inhibitor | IDE cell activ | PHOSPHO1 inh | IDE cell inh | VIM-2 inh | pCIP destab | NALP1 inh | GPR7 antag | mol |
| --- | --- | --- | --- | --- | --- | --- | --- | --- | --- | --- |
| 1 | 1 | -1.6 | 1 | -2 | 0 | -0.6 | 5 | 10 | 9 | O=C(Nc1cccc(-n2cccn2)c1)C1CCCN(Cc2ccccc2F)C1 (configuration not stated) |
| 2 | 1 | 0.2 | 4 | 23 | 3 | -1.0 | 1 | 21 | -15 | CCC(Cc1ccccc1)NS(=O)(=O)c1ccc2c(c1)NC(=O)CS2 (configuration not stated) |

The main list resumes, repeating the 3 entries before the break.
| No. | M18AAP inhibitor | IMP-1 inhibitor | IDE cell activ | PHOSPHO1 inh | IDE cell inh | VIM-2 inh | pCIP destab | NALP1 inh | GPR7 antag | mol |
| --- | --- | --- | --- | --- | --- | --- | --- | --- | --- | --- |
| 23 | -7 | 0.1 | 5 | -10 | 3 | -0.5 | -12 | -4 | 32* | S=C(NCc1ccccc1)N1CCN(c2cccc(Cl)c2)CC1 |
| 24 | -5 | -0.3 | 2 | 6 | 5 | -1.3 | -4 | -1 | 7 | C=CCN(CC=C)S(=O)(=O)c1ccc(NC(=O)COc2ccccc2OC)cc1 |
| 25 | 1 | -2.8 | 4 | -10 | 5 | -2.9 | -10 | -4 | -6 | CC(=O)SC1CC2=CC(=O)CCC2(C)C2CCC3(C)C(CCC34CCC(=O)O4)C12 (configuration not stated) |
| 26 | 2 | -1.0 | 2 | 19 | -3 | -1.6 | -2 | 13 | -3 | CCOC(=O)C1(S(=O)(=O)c2ccccc2)CCN(Cc2ccccc2)CC1 |
| 27 | -1 | 0.9 | 2 | 27 | 3 | -4.0 | -4 | 9 | -2 | Cc1ccc(S(=O)(=O)N2CCOCC2)cc1NC(=O)c1cccc(S(=O)(=O)N2CCCC2)c1 |
| 28 | -3 | -3.0 | 3 | 35 | -4 | 0.3 | -20 | 16 | 97* | Cc1cc(C)nc(/N=C(\N)Nc2ccc(CC(=O)OC(C)C)cc2)n1 |
| 29 | 3 | -2.6 | 4 | 18 | -8 | -1.6 | -13 | 17 | -7 | CCOc1c(C)cnc2c1c(=O)n(Cc1c(F)cccc1Cl)c(=O)n2C |
| 30 | 4 | -2.3 | 1 | -12 | 0 | -2.6 | -10 | -2 | -6 | COc1ccc(NC(=S)N2CCN(Cc3ccccc3)CC2)cc1 |
| 31 | 1 | -3.2 | 7 | -12 | . | -3.4 | 1 | -21 | 11 | O=C(CNC(=S)N(Cc1ccccc1)Cc1ccccc1F)NCc1ccc(Cl)cc1 |
| 32 | 0 | -0.8 | 4 | -2 | -4 | -1.1 | 6 | 1 | -6 | Cc1ccc(C(=O)NC(C(=O)NC2CCCC2)c2ccccc2)cc1 (configuration not stated) |
| 33 | 12 | -1.4 | -2 | 0 | 7 | -0.7 | -2 | 14 | 1 | CCC1(C)Cc2ccccc2-c2nc(-c3ccccc3)oc(=O)c21 (configuration not stated) |
| 34 | 0 | -0.8 | 0 | 35 | -1 | -1.4 | -1 | 18 | 4 | O=C(NCCCN1CCCC1=O)Nc1ccc(F)c(Cl)c1 |
| 35 | -1 | -2.5 | . | 27 | 7 | -9.2 | -1 | -13 | -5 | Cc1n[nH]c(C)c1CCC(=O)N/N=C/c1cccc([N+](=O)[O-])c1 |
| 36 | 4 | -2.1 | 1 | -3 | 0 | -2.2 | -8 | 31 | -4 | Oc1ccc(C2C(c3ccccc3)=NN=C(c3ccccc3F)N2O)c(O)c1 (configuration not stated) |
| 37 | 3 | -1.1 | -1 | -1 | 5 | -1.8 | 6 | 15 | 15 | OC(COc1cccc2ccccc12)CN1CCCC1 (configuration not stated) |
| 38 | 0 | -4.4 | 3 | -11 | 3 | -1.8 | -8 | 6 | -5 | COC(=O)C(Cc1ccc(O)cc1)NC(=O)c1ccccc1 (configuration not stated) |
| 39 | 0 | -2.2 | 1 | 1 | . | -1.9 | 10 | 26 | 28 | O=C(Oc1ccccc1)N1CCN(c2ccccc2F)CC1 |
| 40 | 3 | -3.1 | 6 | -1 | -1 | -2.4 | 0 | 36 | -7 | O=[N+]([O-])c1ccc(S(=O)(=O)NCCc2cn3ccccc3n2)cc1 |
| 41 | 6 | -3.7 | 7 | 55 | 6 | -1.9 | -10 | 8 | -13 | CC(=O)Nc1ccc(C(=O)NNC(=O)c2ccc(Cl)cc2Cl)cc1 |
| 42 | 0 | 0.1 | 5 | -11 | 4 | -1.6 | -14 | 19 | -1 | O=C(COC(=O)c1n[nH]c2ccccc12)Nc1ccc([N+](=O)[O-])cc1 |
| 43 | 0 | -1.4 | 2 | . | -4 | -3.3 | . | . | -11 | CCOC(=O)c1c(NC(C)=O)sc2c1C1CCN2CC1 |
| 44 | -7 | 0.1 | 3 | 36 | 2 | -1.9 | -3 | . | 2 | CCCCOc1nc2ccccc2nc1C(C#N)C(=O)NC1CCCCC1 (configuration not stated) |
| 45 | -7 | -4.5 | . | 12 | 0 | -2.6 | -1 | . | -10 | CS(=O)(=O)c1[nH]nc(-c2ccccc2Cl)c1C#N |
| 46 | -6 | -2.7 | 3 | -9 | 8 | -1.5 | 8 | -2 | -3 | CC(C)Oc1ccc(C2CC(=O)NC3=C2C(=O)CCC3)cc1 (configuration not stated) |
| 47 | 3 | -3.0 | 4 | -7 | -1 | -1.4 | 2 | 7 | -13 | CCN1C(=S)N[C@@H](c2cccs2)C(C(=O)OC)=C1C |
| 48 | 9 | -3.9 | 3 | -3 | 2 | -1.2 | -6 | -8 | 6 | CCN(CC)C(=S)Nc1ccc2nc3n(c(=O)c2c1)CCCCC3 |
